Bioassay records as filed in PubChem BioAssay.
HT1080 EIF4E-luc2 = eIF4E expression suppression, luciferase knock-in reporter – cell-based, HT1080, primary screen (AID 1224817); HT1080 EIF4E-luc2 knock-in reporter, luciferase, 16 h; active compounds read low; actives 1% (n = 2,000); log2 luciferase activity ratio at 2.5 µM;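 active means log2 luciferase ratio at or below -0.5849, meaning signal at two thirds of solvent-only control or lower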;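 further: luciferase reports endogenous eIF4E expression since it is co-expressed from the native EIF4E locus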
An asterisk follows results filed as active.

SMILES | HT1080 EIF4E-luc2
Nc1nc(N)c(Cn2ccnc2)c(=O)[nH]1 | -0.159
NC(CP(=O)(O)O)C(=O)O (stereo not given) | -0.228
CSCCC(N)P(C)(=O)O (stereo not given) | -0.0159
CC12C(=O)C=CCC1=CCC1C2CCC2(O)C(=O)OC3(C)C4CC5(C)C(COC16OC23C5C6=O)C(=O)O4 (stereo not given) | -0.0636
NC(N)=NCCN=C(N)N | -0.158
CC1CCC2N(C1)CC1C3(O)CC45OC6(O)C(O)CCC4(C)C6CCC5C3(O)CC(O)C1(O)C2(C)O (stereo not given) | -0.0394
O=[As](O)(O)c1ccc2nc3cc([As](=O)(O)O)ccc3nc2c1 | 0.248
C/C=C1/CC(C)C(O)(CO)C(=O)OCC2=CCN3CCC(OC1=O)C23 (stereo not given) | -0.065
NC(CCP(=O)(O)O)C(=O)O (stereo not given) | 0.0093
C[C@H]1C(=O)O[C@@H]2CCN3CC=C(COC(=O)[C@](C)(O)[C@@]1(C)O)[C@H]23 | -0.0353
CCc1ccc(CCN2CCCCC2)nc1 | 0.255
CC1=NN(c2ccccc2)C(=O)C1N=Nc1ccc([As](=O)(O)O)c(O)c1 (stereo not given) | 0.0053
C[N+]1(C)C2CCC1CC(OC(=O)C(CO)c1ccccc1)C2 (stereo not given) | 0.23
CC1=CC23C(COC(=O)C24CO4)C(C(=O)O)=CC3C1C (stereo not given) | -0.125
CC1=C2C(=O)[C@H]3[C@@H](CC=C4C[C@@H](O)CC[C@@]43C)[C@@H]2CC[C@]12O[C@@H]1C[C@H](C)CN[C@H]1[C@H]2C | 0.0474
O=C(O)CC1NCc2cc3ccccc3nc21 (stereo not given) | 0.0401

4 entries from above, field by field.
> O=[As](O)(O)c1ccc2nc3cc([As](=O)(O)O)ccc3nc2c1
  HT1080 EIF4E-luc2 = 0.248
> C/C=C1/CC(C)C(O)(CO)C(=O)OCC2=CCN3CCC(OC1=O)C23 (stereo not given)
  HT1080 EIF4E-luc2 = -0.065
> NC(CCP(=O)(O)O)C(=O)O (stereo not given)
  HT1080 EIF4E-luc2 = 0.0093
> C[C@H]1C(=O)O[C@@H]2CCN3CC=C(COC(=O)[C@](C)(O)[C@@]1(C)O)[C@H]23
  HT1080 EIF4E-luc2 = -0.0353

A draw from above in order of heavy-atom count, highest first.
SMILES | HT1080 EIF4E-luc2
Nc1nc(N)c(Cn2ccnc2)c(=O)[nH]1 | -0.159
NC(CCP(=O)(O)O)C(=O)O (stereo not given) | 0.0093
CSCCC(N)P(C)(=O)O (stereo not given) | -0.0159

Not all compounds are listed (hit frequency here may not be typical).
